NLRP3 yeast inh: inhibitors of NALP3 inflammasome in yeast; 330,000 compounds, 0.39% hits; Yeast reconstituted NLRP3/ASC/caspase-1, beta-gal luminescence, 24 h; inhibition, % at 10 µM; AID 2825;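 active = inhibition of 50% or more; inactive = inhibition below 50%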;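 note: plate controls were induced DMSO wells for no effect and uninduced yeast grown without galactose for full effect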
NR3A LBD binder: modulates the human NR3A ligand-binding domain | 340,000 compounds, 2.5% hits | AID 1259313 | NR3A LBD differential scanning fluorimetry, Tm shift; 0% = protein alone, 100% = glycine-bound protein | Tm shift relative to glycine control, % at 25 µM;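 active = melting temperature shift of at least 10% of the positive control shift, at one fixed dose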
UPR XBP1 act: activators of adaptive arm of unfolded protein response (XBP1). CHO-XBP1 luciferase reporter, IRE1-XBP1 UPR activation, luminescence; percent of tunicamycin response, DMSO as zero. activation, % at 20 µM. 330,000 compounds, 0.33% hits. AID 463104;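 active = versus positive control, 20 µM dose yields 30% or more activation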;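 note: 100% = tunicamycin at 10 µg/mL and 0% = DMSO only wells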
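Material: CHO cell line with stable XBP1 luciferase reporter; schedule: 16-18 h cell attachment at 37 °C, then 6 h compound exposure; signal: glow luminescence from Steady-Glo reagent; medium: serum-containing F12 medium, 10% FBS; benchmarks: tunicamycin 10 µg/mL and vehicle-only wells; read-out: percent activation relative to tunicamycin reference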
TIM10 inh: growth inhibitors of TIM10 yeast strain; S. cerevisiae TIM10 strain growth, BacTiter-Glo luminescence, 24 h; inhibition, % at 10 µM; 330,000 compounds, 1.4% hits;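 active = inhibition of 40% or more at the single tested concentration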;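 note: wild-type TIM10 isogenic control strain grown at permissive 25 °C; 0% = DMSO yeast wells and 100% = minimal medium wells without yeast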
tim10-1 inh: tim10-1 yeast growth inhibition. S. cerevisiae tim10-1 ts strain growth, BacTiter-Glo, 24 h. inhibition, % at 20 µM. 330,000 compounds, 2.2% hits;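 active = inhibition of at least 40%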;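 note: mutant grown at 25 °C; 0% = DMSO wells with yeast and 100% = wells holding no yeast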
Mdm2 MdmX PPI: disrupts the human Mdm2-MdmX interaction; O15151+Q00987; SaOS-2 split-luciferase Mdm2/MdmX complementation, luminescence; inhibition, % at 8 µM; 330,000 compounds, 3% hits; AID 485346;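 active = inhibition of at least 50% at 8 µM in the primary screen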
tim23-1 inh: growth inhibitors of tim23-1 mutant yeast | S. cerevisiae tim23-1 growth, BacTiter-Glo luminescence, 24 h | inhibition, % at 20 µM | 330,000 compounds, 1.3% hits | AID 463212;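 active = growth inhibition of the mutant yeast at or above 50%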;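 note: temperature-sensitive mutant grown at 25 °C; plate controls were DMSO-treated mutant yeast for no effect and medium wells lacking yeast for full effect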
APJ agonist: activates the human apelin receptor APJ | P35414 | CHO-K1 APJ PathHunter beta-arrestin, luminescence; 0% DMSO wells, 100% apelin | activation, % at 20 µM | 330,000 compounds, 0.11% hits | AID 2520;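 active = activation more than six SD over the plate average, tested at 20 µM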;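 note: 0% = DMSO alone and 100% = apelin-13 at 10 nM; some results filed as inactive read as strong as hits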
Target sequence (P35414 whole entry, looked up): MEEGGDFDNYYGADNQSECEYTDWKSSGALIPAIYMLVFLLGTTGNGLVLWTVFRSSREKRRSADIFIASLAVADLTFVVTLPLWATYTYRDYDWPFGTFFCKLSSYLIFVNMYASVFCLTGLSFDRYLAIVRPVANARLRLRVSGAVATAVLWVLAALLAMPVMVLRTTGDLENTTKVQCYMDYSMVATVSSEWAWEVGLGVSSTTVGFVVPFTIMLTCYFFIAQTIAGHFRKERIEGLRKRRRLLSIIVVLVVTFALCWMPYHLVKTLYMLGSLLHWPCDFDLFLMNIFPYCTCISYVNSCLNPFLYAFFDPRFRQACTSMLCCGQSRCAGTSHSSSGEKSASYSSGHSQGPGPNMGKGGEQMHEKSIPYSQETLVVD
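Test system: CHO-K1 APJ beta-arrestin complementation cell line. Amount: cell density 1000 per well. Controls: DMSO negative, 10 nM Apelin-13 positive. Signal: luminescent beta-gal fragment complementation, chemiluminescent substrate. Read-out basis: agonist-driven arrestin binding to APJ. Timing: compound stimulation 90 min at 25 °C, detection 60 min.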
CHOP UPR activ: apoptotic UPR (CHOP) activation; CHO-CHOP luciferase reporter, luminescence; percent of tunicamycin response over DMSO baseline; activation, % at 10 µM; 330,000 compounds, 0.34% hits; AID 449763;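 active = at 10 µM dose, activation of 40% or more, normalized to positive control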;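 note: 100% = tunicamycin at 10 µg/mL and 0% = DMSO alone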
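System: CHO-CHOP luciferase reporter cell line; amount: 500 cells/well; buffer or medium: F12 medium containing 10% fetal bovine serum; incubation: 6 h compound exposure at 37 °C after overnight seeding; measured by: luciferase luminescence after 10 min with Steady-Glo reagent; evaluation: % reporter activation, DMSO baseline versus tunicamycin full activation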
* hit, by the source's call; . = not tested or not shown.

SMILES	NLRP3 yeast inh	NR3A LBD binder	UPR XBP1 act	TIM10 inh	tim10-1 inh	Mdm2 MdmX PPI	tim23-1 inh	APJ agonist	CHOP UPR activ
COc1ccc(NC(=O)CCNC(=O)c2ccco2)c(OC)c1	14	-2	1	16	-2	4	4	3	3.5
Cc1nn(-c2ccc(F)cc2)c2nc(N)c(C#N)c(-c3cccs3)c12	1	-5	6	-16	23	41	2	-7	1.3
COc1ccc(-c2cc(=O)oc3cc(OC(C)C(=O)NC4CC4)ccc23)cc1 (stereo not given)	-6	-1	-2	-12	-8	45	-6	1	-0.4
O=C(COC(=O)C1CC2CCCC(C1)C2=O)NNC(=O)c1ccc([N+](=O)[O-])cc1 (stereo not given)	10	-1	-1	4	10	13	12	18	0.0
COC(=O)c1[nH]c2ccc(C)cc2c1NC(=O)C1=COCCO1	20	0	-3	3	2	7	11	-4	-0.1
O=c1c2ccccc2nc2n1C(CSc1ccc(F)cc1)CS2 (stereo not given)	23	-1	3	-1	15	4	2	-4	0.0
COc1ccc(Cl)cc1S(=O)(=O)N1CCC(O)(c2ccc(Cl)cc2)CC1	5	-3	0	2	-1	-19	6	2	3.0
CCN(CC)CCNC(=O)c1ccc(CS(=O)(=O)c2ccccc2C)o1	16	0	2	7	-8	-15	1	0	2.1
O=c1cc(O)nc(SCc2ccccc2)n1-c1ccc(Cl)cc1	14	0	-1	18	14	1	27	-1	0.4
O=C(NCC(c1ccco1)N1CCCC1)c1cc(=O)[nH]c2ccccc12 (stereo not given)	7	2	-3	7	5	-9	6	-1	-1.3
COc1ccc(/C(N)=N/OC(=O)c2cccc([N+](=O)[O-])c2)cc1	7	8	7	32	42*	-34	66*	0	6.9
CN1CCN(C(=O)c2ccccc2NC(=O)c2cccc(Cl)c2)CC1	13	0	-4	-7	2	19	13	-10	0.2
Cc1nccn1CCCNCc1c(C(=O)N2CCCCCCC2)nc2ccc(Cl)cn12	-6	0	-3	-28	14	-19	-1	-1	-0.2
O=C1Cc2ccccc2C(=O)N1Cc1ccccc1	19	-1	0	7	10	19	19	0	1.0
CCOc1ccc2nc(SCC(=O)c3ccc(C)s3)sc2c1	33	-7	1	10	-3	0	-4	2	-1.1
COc1ccccc1C(=O)NC(CCSC)C(=O)N1CCC(Cc2ccccc2)CC1 (stereo not given)	18	1	-5	4	1	11	3	6	0.3
COC(=O)Nc1ccc(Cn2cc(C(F)(F)F)ccc2=O)cc1	6	-2	0	-19	15	7	6	-1	0.0
COc1ccccc1NC(=O)CSc1nc(O)cc(=O)[nH]1	-1	-3	-2	3	-7	-6	3	1	-0.5
O=C(c1cc2ccccc2o1)n1nnc2ccccc21	-4	3	-3	7	1	-14	1	5	0.0
CCCCn1c(=N)n(CC(=O)c2ccco2)c2ccccc21	9	2	4	14	4	-11	11	-2	0.5
O=C1CCN(CCCc2ccccc2)CCN1[C@H](CO)c1ccccc1	16	4	0	-6	-10	2	-9	-2	0.3
Clc1ccc(Nc2ccc(-n3ccnc3)nn2)cc1Cl	10	19*	11	28	30	18	35	-2	7.1
C=CCOC(=O)/C(=C\c1cccc2ccccc12)NC(=O)c1ccccc1	5	9	3	15	18	-18	29	-3	3.1
N#Cc1ccccc1OCC(=O)N1CCc2ccccc2C1	22	1	-1	-5	11	19	8	-3	0.4
CCCCN(C(=O)C(C)Oc1ccc(Br)cc1)c1c(N)n(Cc2ccccc2)c(=O)[nH]c1=O (stereo not given)	12	-2	-4	5	19	7	10	-2	1.5
O=C(Nc1ccc(Cl)c([N+](=O)[O-])c1)C(Sc1ccccc1)c1ccccc1 (stereo not given)	22	28*	2	42*	27	88*	32	2	5.2
Cc1nc(Nc2ccccc2)sc1C(=O)c1ccc(F)cc1	9	-9	5	16	36	-9	43	-4	0.8
COc1cc(C(=O)Nc2nncs2)cc(OC)c1OC	-14	-1	-1	8	14	9	11	2	-0.3
CCC(c1nnnn1Cc1ccc2c(c1)OCO2)N1CCN(c2ccccc2)CC1 (stereo not given)	13	4	0	35	32	3	32	-9	-0.2
CCCCN(C(=O)NCCCCCCNC(=O)N(CCCC)C1CCS(=O)(=O)C1)C1CCS(=O)(=O)C1 (stereo not given)	2	-1	-5	12	18	-5	17	-3	1.7
CCOC(=O)c1nnn(-c2nc(OC)nc(N3CCCC3)n2)c1-c1ccccc1	3	-1	2	36	38	23	40	-5	-1.8
O=C(CCN1CCOCC1)c1ccc(Br)cc1	17	1	-5	13	29	0	27	-2	1.1
CC(C)CN1C(=O)c2ccc(C(=O)Nc3ccc(OCC(=O)O)cc3)cc2C1=O	8	-5	-8	-13	7	9	2	-1	-0.8
COC(=O)c1sc2nc(-c3ccccc3)c3c(c2c1N)CCCC3	0	-2	5	9	8	9	9	-1	1.6
Cc1ccc(OCCC(=O)OCC(=O)Nc2ccccc2)cc1	7	0	-3	12	17	11	25	-4	-0.3
COc1cc(NC(=O)COc2ccc(-n3cnnn3)cc2)cc(OC)c1OC	0	0	-3	8	18	25	16	-1	1.0
CCn1cc(C(=O)Nc2cccc(C(=O)OC)c2)c(=O)c2ccc(C)nc21	-9	0	0	1	-2	13	-8	-5	-0.8
COc1ccc(NC(=O)N2CCCC2C(=O)NC23CC4CC(CC(C4)C2)C3)cc1 (stereo not given)	-3	2	0	1	24	4	26	0	0.0
Cc1ccc(CN2CC(C(=O)Nc3ncccc3C)CC2=O)cc1 (stereo not given)	6	-2	-4	-9	-18	8	-22	-1	-0.1
Cc1cc(C)n(C(=O)c2c([N+](=O)[O-])cnn2C)n1	5	-11	2	7	-6	17	17	0	-1.6
CS(=O)(=O)Nc1ccccc1C(=O)c1ccccc1	-8	0	1	-15	24	20	1	-2	-2.2
CCC1CCCCN1C(=O)CCNC(=O)Cn1cnc2ccccc2c1=O (stereo not given)	1	0	-3	9	-26	27	-1	-1	-0.8
CC(C)(C)OC(=O)CN1c2cccc3cccc(c23)S1(=O)=O	17	1	-4	31	16	-14	24	-2	-0.7
O=C1CCc2cc(S(=O)(=O)N3CCC(C(=O)NC4CCCc5ccccc54)CC3)ccc2N1 (stereo not given)	12	5	0	15	12	-19	20	6	-1.1
COc1ccc(OC)c(C(=O)c2coc3ccc(O)cc23)c1	42	2	-2	15	22	9	33	-4	0.1
CN1CCN(C2CC(=O)N(Cc3ccc(N4CCCC4=O)cc3)C2=O)CC1 (stereo not given)	-4	1	-2	-8	2	18	-11	-1	-0.4
Cc1nnsc1NC(=O)OCCCl	19	-2	-1	1	6	9	15	-2	0.1
Cc1nc2n(n1)C(O)c1cc([N+](=O)[O-])ccc1S2 (stereo not given)	15	.	4	1	7	-4	5	-1	0.0
COC(=O)C1Cc2ccccc2CN1S(=O)(=O)c1ccc(C)cc1 (stereo not given)	3	-1	-4	-2	2	4	19	1	-2.2
O=C(O)CSCC(=O)NCc1ccccc1	19	0	-3	-11	-9	14	5	0	-2.4
(list continues)
SMILES	NLRP3 yeast inh	NR3A LBD binder	UPR XBP1 act	TIM10 inh	tim10-1 inh	Mdm2 MdmX PPI	tim23-1 inh	APJ agonist	CHOP UPR activ
CC(=O)c1ccc(OC(=O)c2cccs2)cc1	-10	-1	1	1	7	-12	12	-4	-0.6
O=C(NC1CCC(O)CC1)c1ccc(Br)o1 (stereo not given)	10	1	-1	-9	-13	13	-6	0	-1.6
O=C(CCCCCNC(=S)Nc1ccc(Cl)cc1)C[N+](=O)[O-]	-2	-1	2	2	-4	17	-1	-4	0.2
CCc1nnc(NC(=O)C2CCN(C(=O)c3ccccc3C)CC2)s1	-6	1	1	1	-8	8	-2	-1	0.0
O=C(Nc1ccc(S(=O)(=O)N2CCCC2)cc1)C1COc2ccccc2O1 (stereo not given)	19	-2	2	22	30	20	25	-1	0.6
Cc1cccc(N(CC(N)=O)C2SC(=O)NC2=O)c1 (stereo not given)	0	0	-1	1	-6	-12	-4	-1	-1.2
CCC[C@H]1COCCS(=O)(=O)N1Cc1ccccc1	12	3	4	10	8	4	14	-4	3.1
Cc1cccc(OCCNc2nc3c(c(=O)n(C)c(=O)n3C)n2C)c1	12	-2	0	4	5	13	-2	2	-1.3
CC(=O)NC(=O)NC1CSCC1OC(C)=O (stereo not given)	9	0	-1	-7	10	-6	-7	-3	-0.9
CC[n+]1ccccc1/C=C/Nc1ccccc1	5	3	-2	5	3	-10	-2	-3	-2.3

Single records (already shown).
`O=C(NC1CCC(O)CC1)c1ccc(Br)o1` (stereo not given) is entered as NLRP3 yeast inh: 10; NR3A LBD binder: 1; UPR XBP1 act: -1; TIM10 inh: -9; tim10-1 inh: -13; Mdm2 MdmX PPI: 13; tim23-1 inh: -6; APJ agonist: 0; CHOP UPR activ: -1.6
`CC(=O)NC(=O)NC1CSCC1OC(C)=O` (stereo not given) is entered as NLRP3 yeast inh: 9; NR3A LBD binder: 0; UPR XBP1 act: -1; TIM10 inh: -7; tim10-1 inh: 10; Mdm2 MdmX PPI: -6; tim23-1 inh: -7; APJ agonist: -3; CHOP UPR activ: -0.9
`CCc1nnc(NC(=O)C2CCN(C(=O)c3ccccc3C)CC2)s1` is entered as NLRP3 yeast inh: -6; NR3A LBD binder: 1; UPR XBP1 act: 1; TIM10 inh: 1; tim10-1 inh: -8; Mdm2 MdmX PPI: 8; tim23-1 inh: -2; APJ agonist: -1; CHOP UPR activ: 0.0

Next part:
SMILES	NLRP3 yeast inh	NR3A LBD binder	UPR XBP1 act	TIM10 inh	tim10-1 inh	Mdm2 MdmX PPI	tim23-1 inh	APJ agonist	CHOP UPR activ
CS(=O)(=O)N(CC(=O)O)c1cccc(Cl)c1	-5	-19	-2	-3	11	-4	-2	-4	1.6
CC(=O)c1c(C)nc(-c2ccc(OCC(=O)Nc3ccccc3)cc2)n1O	2	-1	-2	4	-4	6	-5	-3	-1.7
Cc1ccc(NC(=O)COC(=O)C(CC(C)C)N2C(=O)C3CC=CCC3C2=O)c(C)c1 (stereo not given)	-3	3	-1	14	26	33	33	4	-1.2
O=C(CSc1nc(-c2ccccc2)cc(=O)[nH]1)Nc1ccc(Br)cc1	2	-3	0	-5	-8	8	-17	-1	-2.1
CN(CC1CCCO1)S(=O)(=O)c1ccc(C(=O)N2CCN(c3ccccc3)CC2)cc1 (stereo not given)	1	-4	0	16	19	23	9	-5	0.2
CC(Sc1nnc(-c2cccnc2)n1C)C(=O)N1CCOCC1 (stereo not given)	26	5	-1	-3	3	2	0	-4	-2.0
Cn1c(SCC2CCCO2)nnc1-c1ccncc1 (stereo not given)	-7	1	-1	9	17	-8	-12	-4	0.8
COc1ccc(C2CC(c3cccs3)=NN2C(=O)CSc2nncn2C)cc1OC (stereo not given)	-9	-1	-5	1	-9	-6	0	0	-0.2
CS(=O)(=O)N(CC(=O)NCCSc1ccccc1)c1ccc2c(c1)OCO2	10	-13	-1	-15	17	14	13	-3	-0.3
CN(Cc1nc2ccccc2n1C)S(C)(=O)=O	13	-1	2	-6	7	21	-3	-4	1.3
CC(=O)c1cccc(NC(=S)N2CCN(CCN3C(=O)c4cccc5cccc(c45)C3=O)CC2)c1	19	-2	159*	10	3	65*	1	0	36

High-throughput results as filed in PubChem.
